From PubChem BioAssay
NPYLR7 ag = agonists of mosquito NPYLR7 receptor, primary screen, cell-based, Aedes aegypti, calcium fluorescence, mosquito biting behavior; HEK293T NPYLR7/Galpha15, GCaMP6s calcium fluorescence; activation, % at 10 µM; actives 0.15% (n = 270,000); AID 1259423, 2018; in the data active = activation above about 40%;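 note: 0% = vehicle and 100% = reference agonist at the receptor; some compounds past the cut are filed as inactive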
mcGAS lum = cyclic GMP-AMP synthase inhibitors, mouse, primary biochemical chemiluminescence. actives 0.15% (n = 160,000). inhibition, % at 12.5 µM. recombinant cGAS, Kinase-Glo ATP depletion luminescence;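 note: 0% = negative control wells and 100% = reference inhibitor with no enzyme activity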
hcGAS inh = Primary biochemical luminescence assay for human cyclic GMP-AMP synthase inhibitors | recombinant h-cGAS, ATP depletion, Kinase-Glo luminescence | actives 0.081% (n = 290,000) | inhibition, % at 12.5 µM | AID 1259398, 2018 | Q8N884;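 note: 0% = vehicle reaction and 100% = reaction without DNA for no activity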
Target sequence (Q8N884 whole entry, looked up): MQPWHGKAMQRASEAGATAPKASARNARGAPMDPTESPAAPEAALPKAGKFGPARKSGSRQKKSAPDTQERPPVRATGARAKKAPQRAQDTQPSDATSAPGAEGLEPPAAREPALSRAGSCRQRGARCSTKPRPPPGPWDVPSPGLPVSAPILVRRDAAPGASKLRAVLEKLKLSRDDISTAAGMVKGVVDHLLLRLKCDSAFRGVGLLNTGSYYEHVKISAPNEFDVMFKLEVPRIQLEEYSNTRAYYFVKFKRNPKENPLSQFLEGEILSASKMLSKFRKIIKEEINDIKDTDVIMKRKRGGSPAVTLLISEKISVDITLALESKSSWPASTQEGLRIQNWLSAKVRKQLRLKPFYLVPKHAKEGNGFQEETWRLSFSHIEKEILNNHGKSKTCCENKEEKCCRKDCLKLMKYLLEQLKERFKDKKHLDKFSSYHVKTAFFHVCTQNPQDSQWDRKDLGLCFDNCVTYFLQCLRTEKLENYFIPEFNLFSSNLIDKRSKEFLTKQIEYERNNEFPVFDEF
Active calls of the source: *; · = no result given; & = joins results of further samples. Cut-off read from the data, not from the text of the source, unless noted: active = inhibition above about 40%; inactive = the rest.

The line under a structure holds: hcGAS inh | mcGAS lum | NPYLR7 ag
N#CC(C(=O)CCl)c1nncn1-c1ccccc1 (stereo not given)
  2.7 | · | -0.7
O=C(Cn1cc(OCc2ccc(F)cc2)c(=O)cc1CO)N1CCCC1
  -12.2 | -6.3 | 1.5
CCC(C)N(Cc1ccc(OS(=O)(=O)c2cccc(C(F)(F)F)c2)cc1)C(=O)C12CC3CC(CC(C3)C1)C2 (stereo not given)
  -11.0 | -4.8 | ·
COc1ccc(NC(=O)Cn2ccn3nc(-c4ccc(C)cc4)cc3c2=O)cc1
  -6.4 | -7.9 | 1.0
COc1cccc(C(=O)N(CCN(C)C)Cc2csc(COc3cc(Cl)ccc3Cl)n2)c1
  0.8 | -2.8 | 0.6
OC(CN1CCCN2CCCC2C1)c1cc(Cl)ccc1Cl (stereo not given)
  -4.3 | · | -2.8
Cn1c(C(=O)N2CCCC2)cc2c(=O)n3ccccc3nc21
  -7.3&-7.6 | · | 5.1&-3.6
CC(C)Sc1nc(N2CCCC2)c2cnn(CCNC(=O)c3ccccc3F)c2n1
  0.9 | -6.7 | 3.3
CCc1n[nH]c(=O)c(CNc2ncc(C#N)cc2Cl)c1CC
  -11.4 | -12.6 | 10.6
CCc1nc(CN2CC[C@@](C)(O)[C@@H](CC)C2)c(C)[nH]1
  -3.3 | · | 1.4
O=C(c1cccnc1)N1CCC2(CCCN(CCc3ccccc3)C2)C1 (stereo not given)
  -4.3 | · | 3.9
CC(=O)NC(C)c1ccc(C(=O)c2cc3ccccc3o2)cc1 (stereo not given)
  -2.2 | -12.3 | -4.4
CCC(=O)N(c1nnc(SCC(=O)N2CCCC2=O)s1)C1CC1
  -3.9 | · | 7.4
Cc1ccccc1-c1onc(C)c1C(=O)NCCc1ccc(N)cc1
  -5.6 | -8.2 | 2.4
COc1cccc(C(=O)N2CCN(c3ccc(-n4nc(C)c(C)c4C)nn3)CC2)c1OC
  -2.4 | -6.3 | -5.0
CCCc1cnc2c(c1SCc1ccccc1C)c(=O)n(C)c(=O)n2C
  -10.0 | -8.7 | 3.9
CC1CCCN(Cc2csc(NC(=O)CNC(=O)c3ccccc3)n2)C1 (stereo not given)
  -6.4 | · | 22.7
COCCCN(CC(=O)N(Cc1ccccc1)Cc1cccn1C)C(=O)COc1ccc(Cl)cc1
  -6.8 | -4.0 | -2.4
OCC1CCCCN1c1ccc(-c2nc(CCc3ccccc3)no2)cn1 (stereo not given)
  0.8 | · | -1.4
Cc1ccc(CN2CCC(CN(C)Cc3cn[nH]c3-c3cccc(F)c3)CC2)o1
  -6.1 | · | 4.1
CCOc1cn(C)c(C(=O)Nc2cccc(C(C)=O)c2)cc1=O
  1.7 | · | 4.5
COc1ccccc1CN(C(=O)C(C)Sc1ccccn1)C1CC1 (stereo not given)
  -7.8 | · | -1.5
COc1ccccc1CN(C)C(=O)c1cc(CN2CCOCC2)on1
  -2.2 | -14.0 | 1.3
O=S(=O)(c1ccc(Oc2nc(C(F)(F)F)nc3ccccc23)cc1)N1CCOCC1
  -4.8 | · | 1.3
Cc1ccc(N2CC(NC(=O)N(C)C3CCN(C)CC3)CC2=O)cc1C (stereo not given)
  -1.6 | -4.2 | 13.3
Cc1nc(C(C)C)sc1C(=O)N1CCN(Cc2ccccc2CO)CC1
  -5.4 | -11.1 | 10.1
COc1ccccc1-c1cc(C(=O)NC(C)C)nc2cc(-c3ccccc3)nn12
  0.6 | -9.2 | 8.0
Cc1[nH]c(=O)n(C)c(=O)c1CCC(=O)Nc1ccccc1
  -2.2 | -8.1 | -6.7
Cc1nc2c(c(NCc3c(C)n[nH]c3C)n1)CNC2
  -5.1 | · | 7.4
OC(COCc1ccccc1)CN(CCN1CCOCC1)Cc1ccc(F)cc1F (stereo not given)
  -0.6 | -3.1 | ·

Four entries from above, with each value named:
structure: O=S(=O)(c1ccc(Oc2nc(C(F)(F)F)nc3ccccc23)cc1)N1CCOCC1
  hcGAS inh: -4.8
  mcGAS lum: ·
  NPYLR7 ag: 1.3

structure: Cc1ccc(N2CC(NC(=O)N(C)C3CCN(C)CC3)CC2=O)cc1C (stereo not given)
  hcGAS inh: -1.6
  mcGAS lum: -4.2
  NPYLR7 ag: 13.3

structure: Cc1nc(C(C)C)sc1C(=O)N1CCN(Cc2ccccc2CO)CC1
  hcGAS inh: -5.4
  mcGAS lum: -11.1
  NPYLR7 ag: 10.1

structure: COc1ccccc1-c1cc(C(=O)NC(C)C)nc2cc(-c3ccccc3)nn12
  hcGAS inh: 0.6
  mcGAS lum: -9.2
  NPYLR7 ag: 8.0

Following part.
The line under a structure holds: hcGAS inh | mcGAS lum | NPYLR7 ag
Cc1cccc(-c2ncc(CN3CCN(C)C(CCO)C3)cn2)c1 (stereo not given)
  -4.2 | -3.1 | 1.5
O=C(NC1CC1)[C@@]1(OCc2cccc(C(F)(F)F)c2)CC(OCc2cccc(OC(F)(F)F)c2)[C@H](O)[C@H](O)C1 (stereo not given in full)
  -6.5 | -3.7 | 6.4
COCc1cnc2c(c1SCC(=O)Nc1nc(C)cs1)c(=O)n(C)c(=O)n2C
  -11.3 | -10.6 | 4.5
CCN(CCc1ccccn1)C(=O)c1cc(F)cc2nc(C)c(C)nc12
  -1.2 | · | -3.9
CN(Cc1ccnc2ccccc12)C(=O)CCN1CCCO1
  -0.4 | · | 7.5
Cc1c(CN2CC3(CCNCC3)CC2C(=O)O)c(=O)n(-c2ccccc2)n1C (stereo not given)
  3.5 | · | 12.8
O=S(=O)(c1cccc(Cl)c1)N1CCN(CC(OCc2ccc(C(F)(F)F)cc2)c2ccc(Cl)cc2)CC1 (stereo not given)
  -8.2 | -8.2 | ·
COCCN(Cc1cc(NC(=O)C2CCC2)ccc1N(C)C)C(=O)Nc1cccc(F)c1
  -2.2 | -2.9 | 3.5
CCC(C(=O)Nc1cccc(C2SCC(=O)N2c2cccc(OC)c2)c1)c1ccccc1 (stereo not given)
  -3.4 | -5.1 | 11.6
CCOc1cccc(C=NCCc2cccs2)c1O
  13.3 | · | -1.5
Cc1cc(-c2nccn2CCc2csc(-c3cnccn3)n2)cc(C)c1O
  -3.8 | -16.9 | 4.2
Cc1ccc(-n2c(C)c(C)n3c4c(=O)n(CCN5CCCCC5)c(=O)n(C)c4nc23)cc1C
  -4.0 | · | 4.3
Cc1ccc(CN(Cc2ccc(F)cc2)C(=O)CN(CCN2CCCCC2)C(=O)c2ccccc2Cl)s1
  -2.3 | -4.8 | -2.4
COc1cccc(C(=O)N(CCN2CCOCC2)CC(=O)N2CCc3sccc3C2COc2ccc(F)cc2)c1 (stereo not given)
  -6.5 | -6.0 | -1.9
CC(OC(=O)c1ccco1)C(=O)Nc1ccc(OC(F)F)c(Cl)c1 (stereo not given)
  -1.7 | · | 6.0
O=C(Nc1nnc(-c2ccc3c(c2)OCO3)s1)C1CCCCC1
  -3.7 | -1.7 | -4.6
COCc1ccc(C(=O)N2CC(=O)N(CC(C)C)CC(OCc3ccccn3)C2)s1 (stereo not given)
  -2.9 | -10.2 | 12.7
COCCCN(CC(=O)N(CCc1c[nH]c2ccccc12)Cc1ccc(Cl)c(Cl)c1)C(=O)c1cccc(C(F)(F)F)c1
  -6.0 | -5.8 | 14.3
COc1cn(CC(=O)Nc2cc(C(F)(F)F)ccc2Cl)c(CN2CCOCC2)cc1=O
  -5.3 | -7.7 | 2.6
O=S(=O)(Cc1csc(Br)c1)CC(O)Cn1cccn1 (stereo not given)
  -5.4 | · | -4.2
O=C(C1C=CCN1)N1CCC(c2cc(-c3ccccc3Cl)n[nH]2)CC1 (stereo not given)
  -5.7 | -16.8 | 25.0
CCCCNC(=O)N1CCN(c2nc(CCc3ccccc3)nc3sc(C)c(C)c23)CC1
  0.0 | 0.1 | -15.4
COc1cc(C2C3C(=O)CC(C)(C)CC3=Nc3ccccc3N2C(C)=O)cc(OC)c1OC (stereo not given)
  -3.0 | -4.6 | -8.3
CNC(=O)CN1CCN(c2ncnc3cc4ccccc4cc23)CC1
  -0.5 | · | -0.9
CC(C)(C)C(N)COc1ccccc1F (stereo not given)
  -9.7 | · | 16.8
CN(C)c1cc(N2CCN(CCCC#N)CC2)nc(N(C)C)c1C#N
  -2.8 | · | 11.5
CCCCNC(=O)C1(C)CCN1Cc1ccc(-c2ccccn2)cc1 (stereo not given)
  -8.3 | · | 6.6
CC(C)NC(=O)C1(C)CCN1C(=O)Cc1ccc(C(C)C)cc1 (stereo not given)
  -1.4 | -0.2 | 0.4
CN(Cc1ccco1)C(=O)c1coc(CN2CCN(Cc3ccccc3)CC2)n1
  -9.1 | · | 7.0
CC(C)c1noc(CSc2nnc(CC3CCNCC3)n2C)n1
  -3.2 | -15.4 | -3.2
Cc1nc(SCC(=O)Nc2ccc3c(c2)OCCCO3)n(C2CCCCC2)c1C
  -5.1 | · | 1.9
CC(C)C(=O)N1CCC(NC(=O)N2CCCC2C2CCC2)C1 (stereo not given)
  0.0 | · | 1.0
OCc1ccc(-c2nccn2C[C@H]2CCc3ccccc3O2)o1
  -4.6 | -13.4 | 2.9
C=CCCC(O)CN(Cc1ccco1)Cc1c(-c2ccccc2)nn(C)c1Oc1cccc(OC)c1 (stereo not given)
  -5.8 | -4.9 | ·
O=c1cc(CO)oc(C(Nc2ccccn2)c2cccc(Cl)c2)c1O (stereo not given)
  -3.4 | -4.0 | 3.3
CCCn1nc(C)c(CNC(=O)C(C)n2cnc3ccccc32)c1C (stereo not given)
  -7.8 | -15.0 | -4.0
CC1(C(=O)NCc2cccnc2)CCN1C(=O)c1cccc(F)c1 (stereo not given)
  -5.5 | · | 2.9
O=C(Nc1nc(-c2cccc3ccccc23)cs1)c1ccc(S(=O)(=O)N2CCCCC2)cc1
  4.8 | -2.5 | -1.7
CCOC(=O)[C@@H]1[C@H](c2ccccc2)[C@@H](NC(=O)COC)[C@H]2CCCCN21
  -1.4 | -7.6 | 18.7
CN(CCc1ccccc1)C(=O)c1nc2sccn2c1CNC1CCC1
  -4.6 | -6.9 | -15.7
CCN1CCN(C(=O)c2cnn(-c3ccc([N+](=O)[O-])cc3)c2-c2ccccc2)CC1
  -6.2 | -4.8 | -3.0
Cc1nc(N)nc(N2CCC(NCCN3CCOCC3)CC2)c1Cl
  -10.9 | -5.2 | ·
CN(Cc1ccccc1)C(=O)c1cncc(-c2cc3ccccc3s2)c1
  0.6 | 2.2 | ·
COc1ccccc1C(=O)Nc1cccc(N2CCC(NCc3ccccc3C)CC2)c1
  -7.6 | -11.0 | 15.8
Fc1ccccc1-c1nc2c(OCc3ccccc3)cccn2c1NCc1ccccc1
  -2.6 | -7.2 | ·
Cc1sc(NC(=O)C(C)(C)C)c(C(=O)OCC(=O)N(C)C)c1C
  -6.4&-3.5 | · | 6.9&1.1
Cc1cccc(-c2n[nH]c(=S)n2CC(=O)N2CCCC(C)C2)c1 (stereo not given)
  -9.6 | -6.5 | 6.3
COCC1(C(=O)Nc2ccccc2SCc2ccccc2F)CCC1
  -4.1 | -15.8 | -2.6
COc1cc(C2c3[nH]c4ccccc4c3CCN2Cc2cccc3nccnc23)ccc1F (stereo not given)
  -5.7 | -8.7 | 1.5
Cc1nn(CCO)cc1CN1CCCC1c1nc2c(C)cccc2[nH]1 (stereo not given)
  -8.0 | · | 8.7

A different layout for some results above:
CN(Cc1ccccc1)C(=O)c1cncc(-c2cc3ccccc3s2)c1
  hcGAS inh = 0.6; mcGAS lum = 2.2; NPYLR7 ag = ·

Cc1cccc(-c2n[nH]c(=S)n2CC(=O)N2CCCC(C)C2)c1 (stereo not given)
  hcGAS inh = -9.6; mcGAS lum = -6.5; NPYLR7 ag = 6.3

Fc1ccccc1-c1nc2c(OCc3ccccc3)cccn2c1NCc1ccccc1
  hcGAS inh = -2.6; mcGAS lum = -7.2; NPYLR7 ag = ·

Further results follow.
The line under a structure holds: hcGAS inh | mcGAS lum | NPYLR7 ag
O=C(N/N=c1\oc2cc(O)ccc2cc1-c1nc2ccccc2[nH]1)c1cccc(Br)c1
  -5.7 | · | 19.3
COc1cccc(Cc2nsc(Oc3ccc(CC(=O)NC(C)CCc4ccccc4)cc3)n2)c1 (stereo not given)
  -2.0 | -4.6 | 22.9
CC1CCN(c2ccc(NC(=O)c3ccc(Cl)c([N+](=O)[O-])c3)cc2C(=O)NCCc2ccccc2)CC1
  -2.6 | -3.3 | -8.5
CCCSc1ncccc1C(=O)N(CCN(C)C)Cc1ccccc1
  -4.6 | -4.8 | -7.6
COC(=O)CC1SC(=O)NC1=Nc1ccc(OC)cc1 (stereo not given)
  -3.1 | -4.3 | 5.5
O=C(NCCn1ccnn1)[C@H]1CCC[C@H](O)C1
  -11.6 | -6.2 | ·
C=CCN(Cc1ccc(Cl)s1)C(=O)c1cc(=O)[nH]c2c(Br)cccc12
  -14.7 | -15.7 | -1.0
CN1CCC2(CC1)CC(=O)c1cc(-c3cccc(C(=O)NN4CC5CCCC5C4)c3)ccc1O2 (stereo not given)
  -8.6 | · | 12.3
Clc1cc2c(cc1CN(CC1CCN(C3CCCC3)CC1)CC1CCCO1)OCO2 (stereo not given)
  -9.2 | · | 6.1
O=C(Nc1ccc2c(c1)OCO2)C12CC3CC(CC(C3)C1)C2
  -6.5 | · | 11.2
Cc1oc(-c2cccs2)nc1CN(C)Cc1ccccc1C(F)(F)F
  -5.8 | · | 0.7
CCOC(=O)CN1CC(=O)C(C=NNc2ccccc2)C1=O (stereo not given)
  -3.5 | · | 3.4
Cc1ccc2nc(C3CCCN3Cc3cncn3C3CCCC3)[nH]c2c1 (stereo not given)
  -2.2 | -11.2 | 2.2
CCc1ccc(S(=O)(=O)Nc2cc(C(=O)N(C)C)ccc2Cl)s1
  -6.2 | · | 5.1
